JMJD2C inh – inhibitors of GASC-1 histone demethylase, primary screen, biochemical, fluorescence, DELFIA europium; inhibition, % at 2.35 µM; hit rate 0.069% among 330,000; GST-JMJD2C(1-420) H3K9me3 demethylation;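 active means more than half of a compound's replicate wells show inhibition beyond 50%, single wells judged on their own value; inconclusive means some, but no more than half, of replicates pass 50% inhibition; inactive means no replicate passes 50% inhibition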;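 further: signal counts dimethyl H3K9 product captured on neutravidin plate; 0% = median of DMSO wells and 100% = 0.3 times that DMSO median; strong numbers were not always called active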
Target sequence (Q9H3R0 1-420 limits assumed): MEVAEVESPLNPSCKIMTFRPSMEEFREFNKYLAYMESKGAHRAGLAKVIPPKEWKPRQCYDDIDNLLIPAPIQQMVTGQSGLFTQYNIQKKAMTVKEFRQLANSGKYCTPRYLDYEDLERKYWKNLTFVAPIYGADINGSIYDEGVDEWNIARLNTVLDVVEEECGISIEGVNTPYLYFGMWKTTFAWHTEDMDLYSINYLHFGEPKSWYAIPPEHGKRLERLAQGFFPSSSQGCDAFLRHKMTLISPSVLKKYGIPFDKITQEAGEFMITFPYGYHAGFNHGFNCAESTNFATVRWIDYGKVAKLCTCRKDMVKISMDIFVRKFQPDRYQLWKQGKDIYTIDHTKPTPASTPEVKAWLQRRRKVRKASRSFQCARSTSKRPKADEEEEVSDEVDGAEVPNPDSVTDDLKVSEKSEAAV
CIT2-GFP yeast – modulators of CIT2-GFP expression in yeast, primary screen, S. cerevisiae, GFP fusion, multiplex flow cytometry, MLPCN library; hit rate 0.065% among 320,000; S. cerevisiae CIT2-GFP strain, 3 h; 100 means same as DMSO wells; GFP response vs DMSO, % at 10 µM;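 active means GFP response relative to DMSO above a set limit, near the screen mean plus 3 SD, cut at about 150% in these data; inconclusive means Fewer than 70 cells measured for a yeast strain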;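 further: ratio of well median GFP fluorescence to mean of DMSO wells on the plate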
VLA-4 inh – inhibition in human VLA-4 binding assay, primary screen, VLA-4 allosteric modulator project, MLPCN library, flow cytometry, VLA-4 expressing cells | Integrin alpha-4 (Homo sapiens), P13612 | ligand binding flow cytometry | inhibition, % (about 7 µM as worked out from the volumes in the protocol) | hit rate 0.2% among 330,000 | AID 2557, 2010; in the data active means inhibition above about 50%
GRK2 aptamer HTS – compounds blocking aptamer binding on GRK2 – biochemical, human GRK2, bead flow cytometry, HTS, primary screen. Beta-adrenergic receptor kinase 1 (Homo sapiens), P25098. FAM-aptamer displacement from GRK2. inhibition of aptamer binding, % at 10 µM. hit rate 0.59% among 330,000;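 active means inhibition of aptamer binding above 40%, roughly 3 SD of noise, on plates passing a quality check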;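 further: median bead fluorescence of bound FAM aptamer so fluorescent compounds give negative values; no value below 0 was filed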
Target sequence (P25098 whole entry, looked up): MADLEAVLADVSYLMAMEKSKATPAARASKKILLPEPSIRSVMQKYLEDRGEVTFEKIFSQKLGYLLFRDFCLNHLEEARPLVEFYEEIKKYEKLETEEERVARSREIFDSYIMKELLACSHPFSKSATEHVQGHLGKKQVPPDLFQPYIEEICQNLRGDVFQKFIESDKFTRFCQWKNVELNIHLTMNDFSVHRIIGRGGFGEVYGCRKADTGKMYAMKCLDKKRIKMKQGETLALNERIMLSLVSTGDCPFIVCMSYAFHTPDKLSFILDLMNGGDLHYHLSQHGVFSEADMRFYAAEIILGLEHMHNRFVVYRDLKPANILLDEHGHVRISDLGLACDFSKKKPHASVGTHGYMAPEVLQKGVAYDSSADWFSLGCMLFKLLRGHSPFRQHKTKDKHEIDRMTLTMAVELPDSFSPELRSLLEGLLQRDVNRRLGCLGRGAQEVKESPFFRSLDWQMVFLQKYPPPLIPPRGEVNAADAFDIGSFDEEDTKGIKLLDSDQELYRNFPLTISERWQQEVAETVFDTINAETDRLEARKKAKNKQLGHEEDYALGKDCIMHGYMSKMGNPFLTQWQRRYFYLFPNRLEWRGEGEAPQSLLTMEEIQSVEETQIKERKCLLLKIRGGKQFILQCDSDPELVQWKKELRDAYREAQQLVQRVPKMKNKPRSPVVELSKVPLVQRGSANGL
AGP1 TOR yeast – modulators of AGP1-GFP expression in yeast TOR pathway, primary screen, cell-based, multiplex flow cytometry, S. cerevisiae, MLPCN library. hit rate 0.02% among 320,000. 3 h; GFP as percent of DMSO wells. GFP response vs DMSO, % at 10 µM;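 active means GFP response relative to DMSO above a set limit, near screen average plus 3 SD, cut at about 150% in these data; inconclusive means fewer than 70 cells counted for the yeast strain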;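 further: median GFP channel fluorescence of the gated AGP1 strain per well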
MEP2 TOR yeast – modulators of MEP2-GFP levels in yeast, primary screen, S. cerevisiae, multiplex flow cytometry, MLPCN library; GFP response vs DMSO, % at 10 µM; S. cerevisiae MEP2-GFP strain, 3 h; 100% = DMSO control level; hit rate 0.51% among 330,000;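 active means GFP response versus DMSO above a set limit, roughly screen mean plus 3 SD, cut at about 180% in these data; inconclusive means fewer than 70 cells counted for a yeast strain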;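 further: median GFP fluorescence of the barcode-gated MEP2-GFP cells per well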
RPL19A TOR yeast – RPL19A-GFP expression modulators in yeast, primary screen, cell-based, S. cerevisiae, multiplex flow cytometry, MLPCN; S. cerevisiae RPL19A-GFP strain, 3 h; active compounds read low; percent response vs DMSO, % at 10 µM; hit rate 0.3% among 330,000; AID 2025, 2009;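 active means percent response vs DMSO below 50%; inconclusive means fewer than 70 events counted for the yeast strain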;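 further: median channel GFP fluorescence of the barcoded RPL19A-GFP strain; ratio of sample median GFP to plate DMSO average so 100% = DMSO; lower means less RPL19A-GFP as with rapamycin TOR inhibition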
LAP4-GFP MLPCN – modulators of LAP4-GFP expression in yeast, primary screen, S. cerevisiae, multiplex flow cytometry, MLPCN library; 3 h; median GFP as percent of DMSO wells; GFP response vs DMSO, % at 10 µM; hit rate 0.34% among 320,000; AID 2023, 2009;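 active means GFP response vs DMSO above a set limit, about the screen mean plus 3 SD, cut at about 150% in these data; inconclusive means under 70 cell events counted for the yeast strain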
Active calls of the source: *; ? = inconclusive; . = no result given; & = joins results of further samples; [ ] = another dose, or the depositor's remark.

JMJD2C inh	CIT2-GFP yeast	VLA-4 inh	GRK2 aptamer HTS	AGP1 TOR yeast	MEP2 TOR yeast	RPL19A TOR yeast	LAP4-GFP MLPCN	Structure
6	96	-7	2	98	96	92	97	COc1nccnc1NS(=O)(=O)c1ccc(NC(=O)c2cccc(C)c2)cc1
2	98	13	3	106	97	95	106	CCN(CC(=O)NC(=O)Nc1ccccc1F)Cc1ccccc1
-8	93	-10	0	98	109	92	112	CCN1CC2=C(OC(N)=C(C#N)C2c2cccs2)/C(=C\c2cccs2)C1 (centres undefined)
-8	78	2	2	75	112	103	101	COCc1nc2sc3c(c2c(=O)[nH]1)CCCC3
16	98	3	3	106	98	99	96	Cc1ccc(S(=O)(=O)N2CCOCC2)cc1C(=O)OCC(=O)Nc1ccc2c(c1)OCO2
34	104	10	1	108	110	106	111	CN(c1ccccc1)S(=O)(=O)c1ccc(C(=O)Nc2ncccc2O)cc1
22	105	0	0	106	101	102	102	O=C(NC1CCCCCC1)c1cc(=O)[nH]c2ccc(S(=O)(=O)N3CCOCC3)cc12
1	100	11	3	109	107	99	100	COc1cc(/C=C/c2c([N+](=O)[O-])c(=O)n(C)c(=O)n2C)cc(OC)c1OC
7	106	-1	1	106	109	104	97	Cc1cc(=O)n2nc(N3CCC(C(=O)NCCc4ccc(Cl)cc4)CC3)sc2n1
-26	94	13	0	100	101	97	105	CCOc1ccc(S(=O)(=O)Nc2cccc(C(=O)NCCCN3CCOCC3)c2)cc1
1	95	-1	0	91	92	92	97	COc1ccc(CN2CCNC(=O)C2CC(=O)N(C)Cc2nccs2)c(OC)c1 (centres undefined)
-4&5	94	8	2	95	97	95	90	COc1ccc(OCCN2CCN(C3CC(=O)N(CCC(C)C)C3=O)CC2)cc1 (centres undefined)
-7	112	-4	3	107	105	104	97	COc1cc(CC(=O)OCC(=O)Nc2ccc([N+](=O)[O-])cc2)cc(OC)c1OC
17	85	27	0	92	88	93	85	COCC(=O)Nc1ccc(S(=O)(=O)Nc2cc(C)nc(C)n2)cc1
-5	91	-2	12	77	?	94	83	O=c1[nH]n2cc(-n3cc([N+](=O)[O-])cn3)cnc2c1Br
-1	102	4	0	99	100	102	99	CC1CCN(C(=S)c2cn(Cc3cccc(F)c3)c3ccccc23)CC1
1	68	16	4	83	94	97	140	O=[N+]([O-])c1cc([N+](=O)[O-])c(Oc2c(F)ccc(F)c2F)cc1NN1CCCCC1
-8	92	-46	0	97	103	94	109	c1cc(SC2CCCCC2)cc(-c2nc3cnccn3c2NC2CCCCC2)c1
0	90	0	0	105	89	95	108	COc1cc(OC)cc(C(=O)NCC(C)NC(=O)c2cc(OC)cc(OC)c2)c1 (centres undefined)
-1	105	1	3	107	102	102	107	CCOc1ccc(N2C(=O)CC(Sc3nc(C)cc(C)n3)C2=O)cc1 (centres undefined)
15	97	24	0	89	99	98	78	CS(=O)(=O)N(CC(=O)N1CCOCC1)c1ccc(Cl)cc1
-5	101	11	2	101	103	100	95	O=C(CNC(=O)N1CC(=O)Nc2ccccc21)Nc1cccc(F)c1
-8	94	2	3	97	96	95	100	Cc1cc(NC(=O)CSc2nc(=O)cc(N)n2-c2ccc(Cl)cc2)no1
0	96	9	1	101	99	94	102	CNC(=S)NNC(=O)c1sc2cc(C(F)(F)F)cnc2c1-c1ccccn1
6	96	-4	0	107	103	95	133	CCN1C(=O)Nc2cccc3cccc1c23
0	99[may fluoresce green]	11	2	102[may fluoresce green]	99[may fluoresce green]	97[may fluoresce green]	96[may fluoresce green]	Cc1ccc(NC(=O)CN(C)CC(=O)Nc2sc3c(c2C(N)=O)CCC3)cc1
4	88	4	5	90	92	92	98	CC1=NN(c2ccccc2)C(=O)/C1=C/c1c(C)[nH]n(-c2ccc(C)cc2)c1=O
-4	84	6	12	98	104	98	115	O=C(C1CCCN(S(=O)(=O)c2ccc(Br)s2)C1)N1CCN(c2ccccc2)CC1 (centres undefined)
-3	104	12	0	100	107	105	92	CCCOc1ccc(C(NC(=O)CC(C)C)NC(=O)CC(C)C)cc1OC
-6	99	-12	0	98	105	99	102	COc1ccccc1CNCC(c1ccccc1)c1ccccc1
17	102	-7	4	102	110	100	113	COc1ccccc1N1CC(C(=O)Nc2nnc(SCC(=O)NCC3CCCO3)s2)CC1=O (centres undefined)
-1	95	4	0	95	99	96	96	COc1cccc(N2CCN(C(=O)CC(NC(=O)c3ccccc3)c3ccccc3)CC2)c1 (centres undefined)
2	101	0	2	100	104	100	101	COC(=O)c1ccc(C23CC4(C2)[C@H](CN(CC2CCCCC2)[C@@H]4c2ccccc2)C3c2ccc(Cl)nc2)cc1 (some centres undefined)
4	95	-6	3	104	99	100	96	CC(=O)N(CCC(Cc1ccccc1)c1ccc2c(c1)OCO2)Cc1ccc(Cl)cc1 (centres undefined)
5	102	-23	0	103	105	97	98	COc1cc(C)c(C(C)C)cc1S(=O)(=O)NCCCn1ccnc1
6	100	-7	0	102	100	97	101	NNC(=O)CNC(c1ccccc1)c1cc(Br)ccc1NC(=O)c1ccccc1Br (centres undefined)
1	102	-7	3	101	96	96	95	CC(OC(=O)c1cc2sccc2n1C)C(=O)NCc1ccc2c(c1)OCO2 (centres undefined)
6	98	2	2	97	95	95	97	Cc1ccccc1NC1=NS(=O)(=O)c2ccccc21
-2	99	17	0	96	95	95	93	COc1ccc(C(=O)NCCc2ccc(Cl)cc2)cc1S(=O)(=O)N1CCCCC1C (centres undefined)
10	103	45	0	101	107	107	102	NS(=O)(=O)c1ccc(NS(=O)(=O)c2ccc3c(c2)OCCO3)cc1
0	103	-10	0	103	102	101	94	COc1ccc2nc(/C(C#N)=C\c3ccc(Oc4ccc([N+](=O)[O-])cn4)cc3)[nH]c2c1
0	98	9	1	95	99	95	95	CCSc1nnc(NC(=O)NCC(F)(F)F)s1
-4	100	-19	0	98	120	98	110	CCOC(=O)C1CCCN(C(=O)Cn2nc(C)n3c(cc4c(OC)cccc43)c2=O)C1 (centres undefined)
-10	94	-14	0	106	90	92	101	Cn1cc(S(=O)(=O)NC2CCCCCC2)c(=O)n(C)c1=O
-4	98	-3	3	96	97	100	92	CCOc1ccc(C(=O)OC(C)CN2CCCCC2)cc1 (centres undefined)
-5	89	-186	4	91	96	92	98	CCn1nc(C(=O)OCC(=O)N2CC(=O)Nc3ccccc32)c2ccccc2c1=O
6	96	3	0	96	97	100	93	COc1ccc(/C=N/NC(=O)c2cccc(OC(F)(F)C(F)F)c2)c(OC)c1OC
35	?	8	0	18[may fluoresce violet]	147[may fluoresce violet]	100[may fluoresce violet]	76[may fluoresce violet]	COc1cccc(CNn2cn[nH]c2=S)c1OCc1ccccc1
-47	90	-1	0	90	96	95	95	CN1CCN(CCC(=O)Nc2ccc(F)c(F)c2)CC1
-2	110	-2	0	105	100	102	100	COc1ccc2c(c1)c1ncn(CCN3CCNCC3)c(=O)c1n2C
3	100	4	3	93	102	101	98	O=C(CN(c1ccccc1)S(=O)(=O)c1ccc(F)cc1)NC1CCS(=O)(=O)C1 (centres undefined)
9	.	3	2	106	116	98	103	COc1cc(NS(=O)(=O)c2ccc(NC(=O)/C=C/c3cccc([N+](=O)[O-])c3)cc2)ncn1
-14&7	104	8	1	103	103	102	103	CCn1cc(C(=O)NCCCN(C)C)c(=O)c2cc(F)c(N3CCN(C)CC3)cc21
.	98	-3	4	100	99	98	96	Cc1cccc(-n2c(=O)c3c(n4cnnc24)-c2ccccc2CC32CCCCC2)c1
25	106	-11	2	109	108	105	103	CCCS(=O)(=O)N1CCCC(C(=O)NCCN(C)Cc2ccccc2)C1 (centres undefined)
3	101	1	5	102	96	97	93	COc1ccccc1NC(=O)C1CC(=O)OC1c1ccccc1 (centres undefined)
-9	105	21	0	102	111	112	109	O=C(CCOc1ccccc1)Nc1ccnn1C1CCN(Cc2ccc(CO)o2)CC1
-8	104	-7	1	102	110	101	106	CCOC(=O)c1sc(=S)n(C)c1NC(=O)c1ccccc1
20	111	-9	7	100	94	105	77	Nc1c(Br)cc2oc(-c3ccccc3)nc2c1Br
-10	107	-1	1	113	105	108	115	CCC(NC(=O)c1ccccc1NC(=O)c1ccccc1)C(=O)NNC(=O)c1cccnc1 (centres undefined)

New compounds follow
JMJD2C inh	CIT2-GFP yeast	VLA-4 inh	GRK2 aptamer HTS	AGP1 TOR yeast	MEP2 TOR yeast	RPL19A TOR yeast	LAP4-GFP MLPCN	Structure
11	100	-21	0	97	89	95	91	Cc1ccc[n+](C(C)C(=O)Nc2ccc(C)c(C)c2)c1 (centres undefined)
-7	109	-3	2	105	100	106	106	O=S(=O)(Nc1ccc(Cl)cn1)c1cccs1
-3	94	20	0	100	93	91	95	Cc1ccc(C(C(=O)Nc2ccc(C(C)C)cc2)N(C)C(=O)c2ccc(=O)[nH]c2)cc1 (centres undefined)
5	101	2	0	103	103	103	89	CCc1c(O)c(/C(C)=N\O)c(=O)n(-c2ccccc2)c1-c1ccccc1
-2	98	14	0	94	111	106	95	CC(=O)c1ccc(NC(=O)c2ccc(C)c(Br)c2)cc1
-22	94	-2	7	94	96	91	112	O=[N+]([O-])c1cccc(-n2cccc2/C=N/Nc2nc(N3CCCCC3)nc(N3CCCCC3)n2)c1
5	107	7	0	118	107	106	112	CSc1sc(C(=O)NNC(C)=O)c2c1C=CCC2
-22	110	-3	0	104	115	102	104	CCc1cc(/C(Cc2ccccn2)=N\O)c(O)cc1O
-21	97	0	0	103	102	95	106	COc1ccc(CNC(=O)c2cccc(S(=O)(=O)N3CCN(C)CC3)c2)cc1
-35	100	11	0	101	102	102	95	CC(C)Oc1ccc(CN=C(N)N=C(N)N)cc1Cl
-3	91	7	4	90	97	104	69	O=C(Nc1ccccc1)c1ccc(Br)c(S(=O)(=O)Nc2ccccn2)c1
-2	101	-5	.	108	101	104	107	Cc1onc(-c2ccccc2Cl)c1C(=O)NC(=S)Nc1ccc(C(C)C)cc1
-5	100	12	0	100	192*	103	113	COc1ccccc1CNc1nc(S(=O)(=O)c2ccccc2)c(Cl)s1
0	100	4	4	98	97	105	93	Cc1noc(C)c1COc1ccc(C(=O)OCC(=O)NCc2ccccc2Cl)cc1
-2	95	3	0	102	105	100	105	O=S(=O)(c1ccc(Br)s1)N1CCC(Cc2ccccc2)CC1
-8	109	-13	1	105	101	102	103	CCC(=O)OC1CSc2nc3ccccc3n2C1 (centres undefined)
4	113	24	0	90	93	102	83	O=C(NCc1ccccc1)c1c(Cl)nc(Cl)c(Cl)c1Cl
-3	84	9	0	98	98	96	113	O=C(COc1ccccc1Cl)NC(=O)NC1CCCCC1
0	91	10	0	96	96	95	107	O=C(CO/N=C/c1c(Cl)cccc1Cl)NNC(=O)c1ccc(Cl)cc1
6	103	3	0	104	115	102	103	COc1ccc(/C=N/n2cncn2)cc1CSc1ccccn1
16	103	12	0	96	102	104	99	O=C(N/N=C/c1ccccc1Cl)c1nc2ccc([N+](=O)[O-])cc2c(=O)[nH]1

Assay outcomes (PubChem BioAssay)
